# Source: PubChem (Sanford-Burnham Center for Chemical Genomics)
# ER stress death – ER stress cell death inhibition; CSM14.1 thapsigargin ER stress survival, ATP luminescence; relative survival (cellular ATP), % at 15 µg/mL (by protocol); hit rate 0.33% among 48,000;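 active = survival measured by cellular ATP above 50% at 15 µg/ml in the first screen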;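 also: cell death triggered by about 15 µM thapsigargin; ATP read 24 h after thapsigargin was added; plate controls were thapsigargin with DMSO for no effect and DMSO without thapsigargin for full effect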
# The depositor's hits bear a star. These rows are one share of the data (hit frequency here may not be typical).
cpd	Compound	ER stress death
1	COc1cc(C2C3C(C)N(C)C(=O)N(C)C3N(C)C(=O)N2C)ccc1O (stereo unspecified)	8
2	COC(=O)c1cc(NC(=O)S(=O)(=O)c2ccc(C)cc2)cc(C(=O)OC)c1	2
3	O=C1c2c(Cl)c(Cl)c(Cl)c(Cl)c2C(=O)N1c1ncccn1	9
4	COc1ccc(CCNC(=O)COc2cc(C)c(Cl)c(C)c2)cc1OC	1
5	Cc1cc(-c2ccccc2)c2ccc(O)cc2n1	-6
6	CCOC(=O)C(C(C)=O)C1=C(c2ccc([N+](=O)[O-])cc2)C(=O)c2ccccc2C1=O (stereo unspecified)	2
7	O=C1c2cccc3c(N4CCCCC4)ccc(c23)C(=O)N1c1ccc(Cl)cn1	32
8	O=C(Nc1nc2ccccc2s1)c1ccc2c(c1)OCO2	9
9	COc1ccc(Br)cc1C(=O)Nc1ccc(C(C)=O)cc1	3
10	O=C(NCc1ccncc1)c1ccc(-c2ccccc2)cc1	-2
11	COc1ccc(C2NC(=O)NC3=C2CCc2ccccc23)cc1 (stereo unspecified)	1
12	CCOc1ccc(/C=C(\NC(=O)c2ccc(C)cc2)c2nc3ccccc3[nH]2)cc1	6
13	Cc1cc(/C=N/NC(N)=O)c(C)n1C1CCCCC1	-4
14	CCN(CC)C(=O)COc1ccc(C=O)cc1OC	3
15	O=C1CC(c2ccccc2)CC2=C1C(c1coc3ccccc3c1=O)Nc1ccccc1N2 (stereo unspecified)	-1
16	O=C(Nc1ccc(NC(=O)c2ccc(Cl)cc2Cl)cc1)c1ccccc1O	-2
17	COc1ccc(C2c3c(n(C)c(=O)n(C)c3=O)N=C3c4ccccc4C(=O)C32)cc1OC (stereo unspecified)	1
18	Cc1cc(C)c2nc3s/c(=C\c4ccc(Cl)cc4)c(=O)n3c2c1	-1
19	CCCc1nc2ccccc2n1Cc1ccccc1	18
20	CCOc1ccc(N/C(=N/S(=O)(=O)c2ccccc2)c2ccccc2)cc1	1
21	O=C(Nc1ccc(F)cc1)c1ccc(-c2ccccc2)cc1	1
22	Clc1ccccc1CN1CCN(N=Cc2ccc(Br)cc2)CC1	9
23	Cc1ccc(C23CC4CC(CC(NC(=O)Nc5ccccn5)(C4)C2)C3)cc1	-3
24	Cc1nnc2c3c4c(sc3nc(-c3ccccc3)n12)COC(C)(C)C4	12
25	O=C(c1cccnc1)N1CCN(c2cccc(Cl)c2)CC1	1
26	CCOC(=O)CSc1nc2sc3c(c2c(=O)n1Cc1ccccc1)CCc1ccccc1-3	2
27	Cc1ccc(-n2[nH]c(=O)c(/C=C3\C=Nc4ccccc43)c2O)cc1	-8
28	COc1ccc(/C=C/C(=O)NCCSCc2ccc(Cl)cc2)cc1OC	2
29	O=C(CN(c1cccc(Br)c1)S(=O)(=O)c1ccccc1)Nc1ccccc1Cl	13
30	Cc1cc(C=C2C(=O)NC(=O)NC2=O)c(C)n1-c1ccc(Cl)cc1	4
31	Cc1ccccc1C(=O)NNC(=O)c1cccc([N+](=O)[O-])c1	14
32	CC(CCC(=O)Nc1ccc(F)cc1)CC(=O)Nc1ccc(F)cc1 (stereo unspecified)	1
33	CC(C)CC(=O)N1CCN(Cc2cccn2C)CC1	1
34	Cn1c(=O)c2c3c(sc2n2c(SCC(=O)c4ccc(Br)cc4)nnc12)CCC3	2
35	O=C1NC(=O)N(c2ccc(Cl)cc2)C(=O)/C1=C/c1cc(Br)c(O)c([N+](=O)[O-])c1	-2
36	COc1ccccc1-n1c(O)c(C=Nc2ccc(C)cc2)c(=O)[nH]c1=O	8
37	Cc1ccc(NC(=O)c2ccccc2C(=O)O)c([N+](=O)[O-])c1	17
38	COc1ccc(C(=O)Nc2nc(-c3ccc(F)cc3)cs2)cc1OC	5
39	O=C(NC(=S)Nc1cccc(NC(=O)c2ccccc2Cl)c1)c1ccco1	9
40	O=P(COCC1CCCO1)(c1ccccc1)c1ccccc1 (stereo unspecified)	1
41	COc1ccc(/C=C/C(=O)Nc2scc(-c3cccs3)c2C(=O)O)cc1OC	-3
42	Cc1ccccc1N1C(=O)c2cccc3c(N4CCCCC4)ccc(c23)C1=O	7
43	CCOC(=O)c1c(NC(=O)CN2CCN(C)CC2)sc2c1CCC2	-6
44	COc1ccc(CN2CCN(C(=O)c3cccc(Cl)c3)CC2)cc1	2
45	Cc1c(C)c2ccc(OC(C)C)cc2oc1=O	16
46	Cc1ccc(OCC(=O)Nc2cccc(O)c2)cc1C	9
47	Cc1ccc(N2C(=O)C3CCCCC3C2=O)cc1Cl (stereo unspecified)	-1
48	CCCCn1nc(CC(=O)NCCN(CC)CC)c2ccccc2c1=O	0
49	COc1cccc(C(=O)Nc2ccc(-c3nc4cc(C)c(C)cc4o3)c(O)c2)c1	8
50	CC(C)(C)C1=CC(=Nc2ccc3c(c2)OCCO3)C=C(C(C)(C)C)C1=O	5

# Next section, starting with the last 5 of the part before.
cpd	Compound	ER stress death
46	Cc1ccc(OCC(=O)Nc2cccc(O)c2)cc1C	9
47	Cc1ccc(N2C(=O)C3CCCCC3C2=O)cc1Cl (stereo unspecified)	-1
48	CCCCn1nc(CC(=O)NCCN(CC)CC)c2ccccc2c1=O	0
49	COc1cccc(C(=O)Nc2ccc(-c3nc4cc(C)c(C)cc4o3)c(O)c2)c1	8
50	CC(C)(C)C1=CC(=Nc2ccc3c(c2)OCCO3)C=C(C(C)(C)C)C1=O	5
51	C=CCC1CC=CC(CC=C)(C(O)(CC=C)CC=C)N1 (stereo unspecified)	-9
52	CC1CN(S(=O)(=O)c2ccc3c(c2)C(=O)c2cc(S(=O)(=O)N4CC(C)OC(C)C4)ccc2-3)CC(C)O1 (stereo unspecified)	9
53	COc1ccc(/C=N/Nc2nc(C(F)(F)F)c(-c3ccc(F)cc3)s2)cc1OC	3
54	O=C(Nc1sc2c(c1C(=O)Nc1ccccc1)CCCCC2)c1ccc([N+](=O)[O-])cc1	0
55	CC1CN(c2ccc([N+](=O)[O-])cc2Cl)CCN1S(=O)(=O)c1ccccc1 (stereo unspecified)	0
56	CCN(CC)C(=O)c1sc(NC(=O)c2cc(OC)cc(OC)c2)c(C(=O)OC)c1C	0
57	CCCC(=O)Nc1ccc2c(c1)Cc1ccccc1-2	-6
58	CCOc1ccc(/C=C2/SC(=S)N(C)C2=O)cc1	7
59	N#CCCC1(CCC#N)c2ccccc2-c2ncccc21	8
60	O=C1c2ccc(-c3nc4ccccc4c(=O)o3)cc2C(=O)N1c1ccc(-c2ccc([N+](=O)[O-])cc2)cc1	5
61	COc1ccc(/C=C2\C(=O)N(Cc3ccccc3)N=C2C)cc1	5
62	O=C(CNC(=O)c1ccc(Cl)cc1)c1ccccc1	7
63	O=C(Nc1c(F)cc(F)cc1Br)c1cc2n(n1)C(C(F)(F)F)CC(c1cccs1)N2 (stereo unspecified)	7
64	O=C(Nc1ccc(Nc2ccccc2)cc1)c1ccco1	-4
65	COc1ccccc1C1SCC(=O)N1c1ccc(Cl)c(Cl)c1 (stereo unspecified)	9
66	COc1cc(/C=C2/SC(=S)N(c3ccccc3)C2=O)cc(OC)c1O	-2
67	CCCC(=O)NS(=O)(=O)c1ccc(NC(=O)c2ccc(Cl)cc2)cc1	2
68	COc1cc(OC)c(OC)cc1C=NCC1OCCc2ccccc21 (stereo unspecified)	1
69	CC(C)(C)c1cc(O)c(S(N)(=O)=O)c(C(C)(C)C)c1	0
70	O=C(CN1C(=O)c2ccc([N+](=O)[O-])cc2C1=O)Nc1ccc(F)cc1	-3
71	COC(=O)C1=C(C)NC2=C(C(=O)CC(C)(C)C2)C1c1cccs1 (stereo unspecified)	8
72	COc1ccc2oc(=O)c(C(=O)Nc3cc(Cl)ccc3OC)cc2c1	18
73	COc1ccc(O)c(/C=C2\SC(=S)N(C)C2=O)c1	2
74	Cc1ccc(C2C3=C(CC(C)(C)CC3=O)N=C3c4ccccc4C(=O)C32)cc1 (stereo unspecified)	11
75	CCc1cc2c(cc1C(C)O)OCCO2 (stereo unspecified)	8
76	CCOC(=O)c1c(NC(=O)c2cc3ccccc3oc2=O)sc(C)c1CC	3
77	Cc1no[n+]([O-])c1COc1ccc(C=C2C(=O)NC(=S)NC2=O)cc1	2
78	CC1=C(C(=O)Nc2ccccc2C)C(c2ccccc2O)NC(=O)N1 (stereo unspecified)	0
79	COc1ccccc1NC(=O)C1=C(C)NC(SCC(=O)c2ccc(Br)cc2)=C(C#N)C1c1ccco1 (stereo unspecified)	2
80	Cc1ccc(NC(=O)C2C3CC/C=C\CC/C=C/CCC32)cc1C (stereo unspecified)	7
81	COc1cccc(N2C(=O)c3ccc(C(=O)NN4C(=O)c5ccccc5C4=O)cc3C2=O)c1	2
82	CCc1nnc(NC(=O)CN2CCN(C(=O)c3ccccc3)CC2)s1	2
83	CCN1CCN(Cc2c(C)[nH]c3c(ccc4ccccc43)c2=O)CC1	-4
84	CN(C)CC(O)CN1C(=O)N(CN2C(=O)N(CC(O)CN(C)C)C(=O)C2(C)C)C(C)(C)C1=O (stereo unspecified)	0
85	Cc1ccc2cccc(NS(=O)(=O)c3ccccc3)c2n1	17
86	O=C1/C(=C/c2cc(Cl)cc(Cl)c2O)SC(=S)N1Cc1ccccc1	11
87	CCOC(=O)C1(P(=O)(c2ccccc2)c2ccccc2)CCOCC1	3
88	O=C(O)CCCCCN1C(=O)C(=O)/C(=C(/O)c2ccccc2)C1c1ccccc1F (stereo unspecified)	6
89	CCCC(=O)Nc1cccc(C(=O)Nc2ccc(C(=O)O)cc2)c1	6
90	CCOc1ccc2ccccc2c1/C=N/NC(=O)CN1CCOCC1	9
91	COc1ccc2nc(NS(=O)(=O)c3ccc(Cl)cc3)c(Nc3cccc(NC(C)=O)c3)nc2c1	-3
92	CC(Oc1ccccc1)C(=O)Nc1cc(C(=O)O)cc(C(=O)O)c1 (stereo unspecified)	10
93	CCOC(=O)c1ccc(N2C(=O)c3ccc(C(=O)Nc4ccccc4C(=O)O)cc3C2=O)cc1	3
94	Nc1sc(=S)nc2sc3c(c12)CCN(Cc1ccccc1)C3	-2
95	Cc1ccc(C2=NNC(c3ccc(F)cc3)S2)cc1 (stereo unspecified)	0
96	O=C(CSc1nc2ccccc2s1)Nc1ccc(F)c([N+](=O)[O-])c1	1
97	O=C1CC(N2CCC(O)CC2)C(=O)N1c1ccc(I)cc1 (stereo unspecified)	2
98	O=C(/C=C/c1ccccc1)N1CCN(c2nc3ccc([N+](=O)[O-])cc3s2)CC1	-2
99	COc1ccc([N+](=O)[O-])cc1NC(C)C	5
100	C=CCn1c(SCC(=O)NCc2cccnc2)nc2sc3c(c2c1=O)CCCC3	19

# Following part
cpd	Compound	ER stress death
101	CC1=C(C(=O)Nc2cccc(Cl)c2)C(c2cccs2)NC(=S)N1 (stereo unspecified)	0
102	O=C(Nc1ccc(N2CCOCC2)cc1)c1cccc(Cl)c1Cl	3
103	COc1cc(/C=C2\SC(N)=NC2=O)cc(Br)c1OC	-5
104	CCCOc1ccc(C2NC(=O)N(C)C(C)=C2C(=O)OCC)cc1OC (stereo unspecified)	7
105	CC1=C/C(=N\N=C2\NC(=O)C(CC(=O)Nc3ccccc3F)S2)CC(C)(C)C1 (stereo unspecified)	0
106	COc1ccc(NC2=CC(=O)CC(c3ccco3)C2)cc1OC (stereo unspecified)	8
107	CCn1c2ccccc2c2cc(CN3CCN(C(=O)c4cccs4)CC3)ccc21	133*
108	C=CCC1(C#N)C(=S)NC2=C(C(=O)CC(C)(C)C2)C1c1ccccc1 (stereo unspecified)	1
109	COc1ccc(-c2cc(C(=O)Nc3ccccc3I)c3ccccc3n2)cc1	3
110	CC(C)c1ccccc1OCC(=O)Nc1cccc(C(=O)O)c1	10
111	O=C(Nc1ccc(S(=O)(=O)Nc2nccs2)cc1)c1ccc2ccccc2c1	-1
112	CCOC(=O)C1=C(CC)NC2=C(C(=O)CCC2)C1c1cc(OC)ccc1OC (stereo unspecified)	6
113	O=C(O)CSCC(NC(=S)Nc1ccccc1)C(=O)O (stereo unspecified)	13
114	O=C(CSC1CC(=O)N(c2cc(Cl)cc(Cl)c2)C1=O)Nc1ccc(Br)cc1 (stereo unspecified)	8
115	CCOC(=O)N1CCN(c2cc(N3CCOCC3)c(F)cc2[N+](=O)[O-])CC1	-1
116	Cc1c(OC(C)C)ccc2c(-c3ccccc3)cc(=O)oc12	8
117	COc1cc(/C=C2\SC(=S)NC2=O)cc(Br)c1OCc1c(C)no[n+]1[O-]	-6
118	Cc1ccc(N(CC(=O)NCc2ccccc2C)S(C)(=O)=O)cc1	-2
119	Cc1ccc(-n2c(C)cc(/C=C3\NC(=S)NC3=O)c2C)cc1C	-7
120	CCc1ncc(C(O)c2cccc(OC)c2OC)n1C (stereo unspecified)	20
121	CC(C)OC(=O)NC(c1ccccc1)C(Cl)(Cl)Cl (stereo unspecified)	3

# Among those listed so far, these have a thiophene ring, fused or not.
cpd	Compound	ER stress death
24	Cc1nnc2c3c4c(sc3nc(-c3ccccc3)n12)COC(C)(C)C4	12
26	CCOC(=O)CSc1nc2sc3c(c2c(=O)n1Cc1ccccc1)CCc1ccccc1-3	2
34	Cn1c(=O)c2c3c(sc2n2c(SCC(=O)c4ccc(Br)cc4)nnc12)CCC3	2
41	COc1ccc(/C=C/C(=O)Nc2scc(-c3cccs3)c2C(=O)O)cc1OC	-3
43	CCOC(=O)c1c(NC(=O)CN2CCN(C)CC2)sc2c1CCC2	-6
54	O=C(Nc1sc2c(c1C(=O)Nc1ccccc1)CCCCC2)c1ccc([N+](=O)[O-])cc1	0
56	CCN(CC)C(=O)c1sc(NC(=O)c2cc(OC)cc(OC)c2)c(C(=O)OC)c1C	0
63	O=C(Nc1c(F)cc(F)cc1Br)c1cc2n(n1)C(C(F)(F)F)CC(c1cccs1)N2 (stereo unspecified)	7
71	COC(=O)C1=C(C)NC2=C(C(=O)CC(C)(C)C2)C1c1cccs1 (stereo unspecified)	8
76	CCOC(=O)c1c(NC(=O)c2cc3ccccc3oc2=O)sc(C)c1CC	3
94	Nc1sc(=S)nc2sc3c(c12)CCN(Cc1ccccc1)C3	-2
100	C=CCn1c(SCC(=O)NCc2cccnc2)nc2sc3c(c2c1=O)CCCC3	19
101	CC1=C(C(=O)Nc2cccc(Cl)c2)C(c2cccs2)NC(=S)N1 (stereo unspecified)	0
107	CCn1c2ccccc2c2cc(CN3CCN(C(=O)c4cccs4)CC3)ccc21	133*
